AID inh: activation induced cytidine deaminase inhibition; Potency, µM (doses to about 115 µM), inactives show at the top dose activity change, negative = inhibition, actives largely listed as inhibitors; AID deamination FRET fluorescence, UDG-coupled, 4 h; 91,000 tested, 0.32% active; AID 1347428; Q9GZX7; further: nearly all actives have a fitted effect of over 25% in size
Target sequence (Q9GZX7 whole entry, looked up): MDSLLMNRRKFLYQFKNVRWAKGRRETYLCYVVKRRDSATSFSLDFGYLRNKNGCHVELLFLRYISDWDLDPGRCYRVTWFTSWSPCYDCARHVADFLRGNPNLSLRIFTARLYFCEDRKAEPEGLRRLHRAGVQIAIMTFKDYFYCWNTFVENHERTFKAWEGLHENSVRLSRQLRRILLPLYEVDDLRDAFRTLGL
UDG counterscr: UDG inhibition counter-screen; FRET deamination/UDG coupled assay, UDG read, 4 h; Potency, µM (doses to about 115 µM), without a hit: at the highest dose activity change, negative = inhibition, hits mostly inhibitors; 91,000 tested, 0.14% active; AID 1347430; further: nearly all actives have a fitted effect of over 65% in size
The depositor's hits bear a star; ? = inconclusive; [ ] = dose if it differs, or a comment. The call rests on the fitted dose curve; in most records, active means well fitted curve in the direction sought with a large enough effect; inconclusive means small, poorly fitted or top-dose-only effect, or another doubt; inactive means no such curve, though single readings can be large; an effect the other way counts as inactive or inconclusive. On the % scale 0 is the no-effect control and ±100 the full control effect; potency means the concentration at half of the fitted maximal effect. Some of the compounds tested; the hit share may differ from the screen's.

1. COc1ccc2c(C)c(CC(=O)NCCCn3ccnc3)c(=O)oc2c1C
2. CN(C)CCNc1oc(-c2ccc(S(=O)(=O)N3CCOCC3)cc2)nc1C#N
3. CCn1c(=O)c2sccc2n2c(CCCC(=O)Nc3ccc(OC)c(OC)c3)nnc12
4. COC(=O)c1cc(-c2ccc(F)cc2)nc2onc(-c3ccco3)c12
5. O=C(c1ccc(F)cc1)N1CCN(Cc2nnnn2C2CC2)CC1
6. Cc1ccc(Cn2c(=O)n(Cc3ccc(C(=O)NC4CCN(Cc5ccccc5)CC4)cc3)c(=O)c3ccccc32)cc1
assay / compound | 1 | 2 | 3 | 4 | 5 | 6
UDG counterscr | -8% | 0% | 3% | 10% | -7% | 4%
AID inh | -9% | 2% | -9% | 14% | -3% | 16%

7. CCCCCc1ccc(-c2ccc(C(=O)Oc3ccc(C(=O)OC)cc3)cc2)nc1
8. Brc1ccc2oc3c(Nc4ccccc4)ncnc3c2c1
9. Cc1ccc(CNc2oc(-c3cccc4ccccc34)nc2C#N)cc1
10. Cc1nc2cc(NC(C)C(=O)Nc3cccc(Cl)c3)ccc2o1 (configuration not stated)
11. O=C(O)/C=C/c1cccc(N=Cc2ccc(N3CCOCC3)cc2)c1
12. COc1cc(C#N)ccc1OCc1cc(Br)ccc1F
assay / compound | 7 | 8 | 9 | 10 | 11 | 12
UDG counterscr | -1% | 1% | 0% | -6% | -4% | -2%
AID inh | 10% | -3% | -6% | 0% | 4% | 5%

13. Cc1ccc(C(=O)C2CCN(CCC#N)CC2)c(C)c1
14. CCC(C)n1c(=N)c(C(=O)NC2CCCCC2)cc2c(=O)n3ccccc3nc21 (configuration not stated)
15. COc1ccc(-c2cc(C(=O)OCC(=O)c3ccc(C)cc3)c3cccc(Cl)c3n2)cc1
16. Cc1cccc2c1-c1sc(C(=O)N(C)c3cccc(C(F)(F)F)c3)cc1CO2
17. CCCC(C)C(=O)OCC(=O)C12CC3CC(CC(C3)C1)C2 (configuration not stated)
18. COc1ccccc1NC(=O)Cn1nc2c3cc(F)ccc3n(Cc3cccc(C)c3)cc-2c1=O
assay / compound | 13 | 14 | 15 | 16 | 17 | 18
UDG counterscr | -4% | -1% | 4% | 0% | 1% | -12%[57.5 µM]
AID inh | 0% | -4% | 58%[activator] | ? | -2% | 6%

19. COCCCn1c(=O)c2sccc2n2c(CCCC(=O)Nc3cc(C)cc(C)c3)nnc12
20. Cc1cc(Nc2cccc([N+](=O)[O-])c2)c2cccc(C)c2n1
21. CCOC(=O)C1CCN(C(=O)Cn2c(=O)oc3cc(S(=O)(=O)N4CCC(C)CC4)ccc32)CC1
22. CCOC(=O)c1c(C)c(-c2ccccc2)n(CC(=O)Nc2cc(OC)cc(OC)c2)c1C
23. COC(=O)Cc1c(C)c2ccc(OCc3ccc(F)cc3)cc2oc1=O
24. CCN(Cc1ccccc1)c1sc(S(C)(=O)=O)nc1S(=O)(=O)c1ccc(C)cc1
assay / compound | 19 | 20 | 21 | 22 | 23 | 24
UDG counterscr | 2% | -9% | -28% | -17% | 0% | -14%
AID inh | -15% | -10% | 26% | 12% | -9% | -9%

25. CC1C(=O)N2CCCc3cc(S(=O)(=O)N(Cc4ccccc4)c4ccccc4)cc1c32 (configuration not stated)
26. COc1cccc(OC)c1OCc1cc(-c2ccco2)on1
27. CCN(CC)C(=O)CSc1nc(N2CCCC2)c2c(c1C#N)CCCC2
28. Cc1ccc2c(CC(=O)Nc3nnc(C(C)C)s3)coc2c1C
29. O=C(CCCCCCC(=O)c1ccc(F)cc1)c1ccc(F)cc1
30. CC1CCN(c2nc3nonc3nc2Nc2ccc(F)cc2)CC1
assay / compound | 25 | 26 | 27 | 28 | 29 | 30
UDG counterscr | -2% | 0% | 9% | -17% | 4% | -10%
AID inh | -14% | -6% | -9% | 11% | 7% | -14%

Molecules listed so far containing four or more nitrogen atoms:
2. CN(C)CCNc1oc(-c2ccc(S(=O)(=O)N3CCOCC3)cc2)nc1C#N
3. CCn1c(=O)c2sccc2n2c(CCCC(=O)Nc3ccc(OC)c(OC)c3)nnc12
5. O=C(c1ccc(F)cc1)N1CCN(Cc2nnnn2C2CC2)CC1
6. Cc1ccc(Cn2c(=O)n(Cc3ccc(C(=O)NC4CCN(Cc5ccccc5)CC4)cc3)c(=O)c3ccccc32)cc1
14. CCC(C)n1c(=N)c(C(=O)NC2CCCCC2)cc2c(=O)n3ccccc3nc21 (configuration not stated)
18. COc1ccccc1NC(=O)Cn1nc2c3cc(F)ccc3n(Cc3cccc(C)c3)cc-2c1=O
19. COCCCn1c(=O)c2sccc2n2c(CCCC(=O)Nc3cc(C)cc(C)c3)nnc12
27. CCN(CC)C(=O)CSc1nc(N2CCCC2)c2c(c1C#N)CCCC2
assay / compound | 2 | 3 | 5 | 6 | 14 | 18 | 19 | 27
UDG counterscr | 0% | 3% | -7% | 4% | -1% | -12%[57.5 µM] | 2% | 9%
AID inh | 2% | -9% | -3% | 16% | -4% | 6% | -15% | -9%

30. CC1CCN(c2nc3nonc3nc2Nc2ccc(F)cc2)CC1
assay / compound | 30
UDG counterscr | -10%
AID inh | -14%

The results go on.
31. Cn1c(COc2ccc(Cl)cc2)nnc1SCCn1cccn1
32. COc1ccccc1NC(=O)c1oc2ccccc2c1NC(=O)c1c(F)cccc1F
33. CC(NC(=O)c1ccc2nc(Cc3ccccc3)oc2c1)c1ccccc1 (configuration not stated)
34. COc1ccccc1-n1nnc(C(=O)OCc2cc(C)ccc2C)c1C
35. CN(C)c1ccc(C(CNC(=O)COc2ccc(Cl)cc2)N2CCOCC2)cc1 (configuration not stated)
36. COc1ccccc1-n1cnc2sc3c(c2c1=O)CCCC3
assay / compound | 31 | 32 | 33 | 34 | 35 | 36
UDG counterscr | -8% | -11% | -29% | 0% | 32%[activator] | 4%
AID inh | -20% | 12% | -9% | -8% | -8% | 2%

37. CNc1c(NC(=O)NCCCOC)c(=O)oc2ccccc12
38. CCCCC1c2cc(c(O)cc2O)C(CCCC)c2cc(c(O)cc2O)C(CCCC)c2cc(c(O)cc2O)C(CCCC)c2cc1c(O)cc2O (configuration not stated)
39. CCOc1ccc2nc(NC(=O)CCNC(=O)c3ccc(F)cc3Cl)sc2c1
40. Cc1cc(C)c(NC(=O)Cn2nnc(C(=O)Nc3ccc(F)cc3F)c2N)c(C)c1
41. COc1cc(NC(=O)Cn2ncc3c([nH]c4ccc(C)cc43)c2=O)cc(OC)c1OC
42. O=C(O)C/C(=C/c1ccc(C(=O)O)cc1)c1nc2ccccc2s1
assay / compound | 37 | 38 | 39 | 40 | 41 | 42
UDG counterscr | 20% | -12% | 2% | 2% | 1% | -4%
AID inh | -10% | 4% | -1% | 9% | -8% | 9%

43. O=C(NCc1ccoc1)Nc1cccc(C(=O)N2CCCC2)c1
44. N#Cc1ccc(S(=O)(=O)N2CCCCC2C(=O)N2CCCC2)cc1 (configuration not stated)
45. COc1ccc(OC)c(NC(=O)C2=C(C)C(=O)OC23CCCCCC3)c1
46. CC(C)=CC(=O)Nc1ccc(Br)c(C)c1
47. CCn1c(C(=O)N2CCC(C(=O)NCCCOC)CC2)cc2sccc21
48. O=C(COc1ccc(Cl)cc1Cl)OCC(=O)c1ccccc1
assay / compound | 43 | 44 | 45 | 46 | 47 | 48
UDG counterscr | -12% | -4% | -5% | -8% | -4% | 2%
AID inh | -8% | 2% | 19% | -14% | -10% | 10%

49. CC(C)(C)OC(=O)C(C#N)c1cnccn1 (configuration not stated)
50. COc1ccc(NC(=O)CN(C)C(=O)c2nc(-c3ccccc3)oc2C)cc1
51. O=C(Nc1ccc(Cl)cc1Cl)C1CC2CCC1C2 (configuration not stated)
52. Cc1ccc(-c2nc3nc(C)cc(N4CCN(c5cccc(C)c5C)CC4)n3n2)cc1
53. COc1ccc(N(CC(=O)Nc2ccccc2C(=O)NCC2CCCO2)S(C)(=O)=O)cc1OC (configuration not stated)
54. CCC(=O)N1CCc2cc(Br)cc(S(=O)(=O)N3CCCC(C(=O)NCc4cccc(OC)c4)C3)c21 (configuration not stated)
assay / compound | 49 | 50 | 51 | 52 | 53 | 54
UDG counterscr | -1% | 6% | 2% | -9% | -1% | -17%
AID inh | 36%[activator] | 12% | -3% | -1% | -5% | -8%

55. CCCCC(=O)Nc1ccc(C(=O)OCc2cc(=O)n3ccsc3n2)cc1
56. C=CCNCc1cccc(OC)c1OCC
57. CCc1c(C)sc(NC(=O)c2c(F)c(F)c(F)c(F)c2F)c1C#N
58. Cc1nnc(N2CCC(C(=O)N3CCCCC3)CC2)c2nn(-c3ccccc3)c(C)c12
59. CCc1ccc(S(=O)(=O)c2nnn3c2nc(NCc2cccc(OC)c2)c2cc(Cl)ccc23)cc1
60. CCCCNc1ccc(-c2nc(-c3ccccn3)no2)cc1[N+](=O)[O-]
assay / compound | 55 | 56 | 57 | 58 | 59 | 60
UDG counterscr | -18% | -1% | -2% | -4% | -13% | 16%
AID inh | -1% | 4% | 9% | 7% | -22% | 20%

61. Cc1ccc2c(=O)cc(C(=O)NCC(c3cccs3)N3CCCC3)oc2c1 (configuration not stated)
62. CC(=O)N1CCc2cc(S(=O)(=O)N3CCN(c4ccc(C)cc4)C(C)C3)ccc21 (configuration not stated)
63. CC(C)(CC(=O)O)CC(=O)Nc1cccc(C(F)(F)F)c1
64. COc1ccc(N(C)S(=O)(=O)c2cccc(C(=O)Nc3nc4ccccc4[nH]3)c2)cc1
65. CC(C)C(NC(=O)c1ccc(CO)cc1)C(=O)O (configuration not stated)
66. COc1ccc(C2c3[nH]c4ccc(OC)cc4c3CCN2C(=O)Nc2ccccc2)cc1 (configuration not stated)
assay / compound | 61 | 62 | 63 | 64 | 65 | 66
UDG counterscr | -10% | -8% | 1% | 2% | 8% | -16%
AID inh | -12% | -8% | -2% | -6% | 8% | ?

67. O=C(NCCc1ccccc1)NCC(=O)N1CCc2ccccc21
68. O=C(O)Cn1cc(C(C(=O)O)N2CCN(c3ccccc3)CC2)c2ccccc21 (configuration not stated)
69. Cc1ccc(Cc2nc3ccccc3nc2SCC(=O)NCCC(C)C)cc1
70. COCCc1ccc(OCC(O)CNC(C)C)cc1 (configuration not stated)
71. COc1ccc(CCNc2oc(/C=C/c3cc(OC)c(OC)c(OC)c3)nc2C#N)cc1OC
72. CCC(C)N(C)C(=O)c1cc2ccccc2c(-c2ccccc2Cl)n1 (configuration not stated)
assay / compound | 67 | 68 | 69 | 70 | 71 | 72
UDG counterscr | 0% | 10% | -3% | -9% | 4% | 0%
AID inh | -6% | 8% | 3% | 5% | 16% | -7%

73. COCCCNC(=O)c1cc(-c2cccc(C)c2)nc2ccccc12
74. C(#CCn1c2ccccc2c2ccccc21)CN1CCOCC1
75. CCCc1cnc2c(c1SCc1ccc(C(F)(F)F)cc1)c(=O)n(C)c(=O)n2C
76. CCCCNC(=O)C(Cc1ccccc1)NS(=O)(=O)c1ccc2c(c1)c(=O)n(C)c(=O)n2C (configuration not stated)
77. N#Cc1ccc(C(=O)NC2CCCN(Cc3ccccc3)C2)cc1 (configuration not stated)
78. Cc1c(CNC2CCC(C)CC2)c(C(=O)O)c(C)n1Cc1ccc(Cl)cc1 (configuration not stated)
assay / compound | 73 | 74 | 75 | 76 | 77 | 78
UDG counterscr | -5% | 5% | 14% | -5% | -4% | -1%
AID inh | 12% | -8% | -2% | 0% | -9% | 0%

79. CCCNC(=O)NC(=O)CSC1=Nc2ccccc2CS1
80. Brc1cccc(CNCc2ccco2)c1
81. COc1ccccc1CNC(=O)CCCn1c(=O)c2cccn2c2ccccc21
82. CC(=O)N1CCc2cc(S(=O)(=O)CCC(=O)Nc3ccc(C)cc3Br)ccc21
83. COc1ccc(CCNC(=O)c2ccc3c(c2)nc2n3CCCCC2)cc1OC
84. Cc1ccc(-c2nc(CCNC(=O)C(=O)Nc3ccc(C)cc3C)cs2)cc1
assay / compound | 79 | 80 | 81 | 82 | 83 | 84
UDG counterscr | 2% | -5% | -10% | -1% | 0%[57.5 µM] | 4%[57.5 µM]
AID inh | -4% | -5% | ? | -4% | 6% | -2%

Single records, as listed above. Order of screens: UDG counterscr | AID inh
Cc1cccc2c1-c1sc(C(=O)N(C)c3cccc(C(F)(F)F)c3)cc1CO2 is entered as 0% | ?
CCOc1ccc2nc(NC(=O)CCNC(=O)c3ccc(F)cc3Cl)sc2c1 is entered as 2% | -1%

Additional structures:
85. COC(=O)C1=C(c2ccccc2)c2ccccc2S(=O)(=O)N1CC(=O)Nc1ccccc1Cl
86. COCCCNC(=O)c1oc2c(c1C)-c1nn(Cc3ccc(Cl)cc3)cc1CC2
87. CCOc1cc(C=O)ccc1OC(=O)c1cccc2ccccc12
88. NCCCCOCc1ccccc1
89. CC(OC(=O)C1CC2CCCC(C1)C2=O)C(=O)c1ccc(Cl)cc1 (configuration not stated)
assay / compound | 85 | 86 | 87 | 88 | 89
UDG counterscr | 0% | -14%[57.5 µM] | -1% | 2% | 6%
AID inh | 11% | 30%[activator] | -7% | -1% | 5%

Screening results deposited in PubChem by National Center for Advancing Translational Sciences (NCATS).
